Screens (PubChem)
Rhodamine autofl – rhodamine region autofluorescence; Rhodamine-region fluorescence, 547/598 nm, Tris buffer; stronger effect = higher value; max dye-equivalent concentration, M; 59,000 compounds, 0.05% hits; in the data active = max dye-equivalent concentration above about 11 nM
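A six-point rhodamine series on each plate calibrates the signal. Compounds sit in 100 mM Tris (pH 8.0) for 15 min at ambient temperature before imaging through 547 nm/598 nm filters.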
Calls only; i = inactive. This is a subset, so the mix of outcomes need not match the whole.

SMILES	Rhodamine autofl
CC(=O)O[C@@]12CO[C@@H]1C[C@H](O)[C@@]1(C)C(=O)[C@H](O)C3=C(C)[C@@H](OC(=O)[C@H](O)[C@@H](NC(=O)OC(C)(C)C)c4ccccc4)C[C@](O)([C@@H](OC(=O)c4ccccc4)[C@H]21)C3(C)C	i
